HIV Rev-RRE inh: disrupts HIV-1 Rev binding to RRE RNA | Rev peptide-RRE RNA binding, FRET | AID 704 | hit rate 0.79% among 97,000 | inhibition, % at 8 µM;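 active = inhibition above the screen-wide mean plus 3 SD, cut at about 35% in these data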;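 note: 0% = median DMSO wells and 100% = median Neomycin B control wells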
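assay system = Cy5-tagged RRE RNA duplex with fluorescein-tagged Rev peptide | incubation = 5 + 15 min at 25 °C | also added = labelled Rev peptide | measure = % inhibition of FRET ratio versus controls | benchmarks = DMSO wells as 0% and neomycin B wells as 100% inhibition | measured by = FRET fluorescence readout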
ERa SRC1 inh: blocks coactivator binding to human estrogen receptor alpha; P03372; TR-FRET ER-alpha LBD / SRC-1 peptide, estradiol-bound; inhibition, % at 25.6 µM; hit rate 1.7% among 86,000; in the data active = inhibition above about 50%;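 note: 0% = receptor plus peptide control and 100% = peptide only without receptor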
CD11b adhes enh: increases human CD11b/CD18 adhesion to fibrinogen. P05107+P11215. K562 CD11b/CD18 adhesion to fibrinogen, ATPlite luminescence. activation, % at 10 µM. hit rate 0.07% among 93,000;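 active = 10 µM primary screen giving 50% or more activity, confirmed by 40% or more on retest at that dose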; note: strong numbers were not always called active
Plk1 PBD FP: Plk1 (human) PBD binding inhibition; P53350; Plk1 PBD phosphopeptide binding, fluorescence polarization; inhibition, %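 (tested at about 20 µM)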; hit rate 0.13% among 97,000; AID 693; in the data active = inhibition above about 34%, passing the limit was not always enough
PLK1 kinase inh: PLK1 (human) kinase inhibition | P53350 | recombinant PLK1 kinase, TR-FRET peptide phosphorylation | inhibition, % at 10 µM | hit rate 0.53% among 97,000;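 active = inhibition of 50% or more in the single-concentration screen; inactive = inhibition below 50%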;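 note: 0% = DMSO max control and 100% = H-89 dihydrochloride min control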
Mac1 fbg inh: blocks human CD11b/CD18 adhesion to fibrinogen | P05107+P11215 | K562 CD11b/CD18 adhesion to fibrinogen, ATPlite luminescence; Mn2+ added to activate the integrin | inhibition, % at 10 µM | hit rate 0.54% among 93,000 | AID 1497;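 active = primary inhibition of 50% or more at 10 µM, then 40% or more on retest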; note: some results filed as inactive read as strong as hits
ERa coact pot: ER-alpha (human) coactivator binding potentiation; coactivator binding (% of control), % at 25.6 µM; TR-FRET ERalpha-LBD/SRC-Cy5 coactivator binding, 2 h; 100 = basal binding, no effect; hit rate 1.3% among 86,000; in the data active = activity above about 200%;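 note: binding measured in presence of low estradiol as agonist stimulus; 0% = peptide alone without receptor and 100% = receptor with peptide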
ERb SRC1 inh: ER-beta (human) coactivator binding inhibition | Q92731 | TR-FRET ER-beta LBD / SRC1-Cy5 peptide binding; receptor agonist-loaded with 1 µM estradiol | inhibition, % at 25.6 µM | hit rate 1.3% among 86,000 | AID 633;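 active = compounds whose percent inhibition of the receptor-coactivator binding signal exceeds about 50% in the single-dose screen, limit read from the data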;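 note: 0% = receptor plus peptide wells without compound and 100% = peptide-only wells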
FAK blocker: blocks human focal adhesion kinase activity; Q05397; biochemical FAK kinase activity assay; inhibition, %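 (tested at 7 µM)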; hit rate 0.84% among 97,000; AID 727; in the data active = inhibition above about 19%;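 note: 0% = DMSO and 100% = reference compound high control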
Target sequence (Q05397 whole entry, looked up): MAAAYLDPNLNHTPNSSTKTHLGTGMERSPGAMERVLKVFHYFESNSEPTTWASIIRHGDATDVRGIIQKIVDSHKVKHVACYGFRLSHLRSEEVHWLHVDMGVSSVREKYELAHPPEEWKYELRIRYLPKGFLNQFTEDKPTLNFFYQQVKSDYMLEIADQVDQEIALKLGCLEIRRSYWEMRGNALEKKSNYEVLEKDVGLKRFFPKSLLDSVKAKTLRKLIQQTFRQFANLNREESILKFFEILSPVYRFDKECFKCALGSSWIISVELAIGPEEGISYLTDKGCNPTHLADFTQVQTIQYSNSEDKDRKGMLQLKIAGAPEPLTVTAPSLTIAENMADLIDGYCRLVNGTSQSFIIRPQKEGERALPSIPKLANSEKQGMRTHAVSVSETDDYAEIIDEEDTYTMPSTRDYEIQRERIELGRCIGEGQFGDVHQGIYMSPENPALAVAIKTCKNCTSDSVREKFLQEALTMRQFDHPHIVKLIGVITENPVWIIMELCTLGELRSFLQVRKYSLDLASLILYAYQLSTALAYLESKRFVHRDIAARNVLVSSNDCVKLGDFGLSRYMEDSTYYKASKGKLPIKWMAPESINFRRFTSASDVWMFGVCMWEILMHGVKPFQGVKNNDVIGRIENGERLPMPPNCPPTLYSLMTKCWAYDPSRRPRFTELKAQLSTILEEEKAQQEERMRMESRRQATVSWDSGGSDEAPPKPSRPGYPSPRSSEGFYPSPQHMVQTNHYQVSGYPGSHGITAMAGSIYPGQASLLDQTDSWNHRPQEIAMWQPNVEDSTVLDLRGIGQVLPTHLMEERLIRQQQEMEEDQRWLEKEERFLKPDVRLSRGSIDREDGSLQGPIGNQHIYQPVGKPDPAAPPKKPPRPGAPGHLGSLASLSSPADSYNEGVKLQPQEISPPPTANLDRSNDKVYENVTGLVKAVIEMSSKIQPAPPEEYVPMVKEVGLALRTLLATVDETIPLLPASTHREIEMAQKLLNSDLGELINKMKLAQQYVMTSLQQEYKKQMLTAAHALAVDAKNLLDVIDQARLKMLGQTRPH
The depositor's hits bear a star; / = not tested or not shown; [ ] = another dose, or the depositor's remark.

1	CNc1ccc(/C=C2\COc3ccccc3C2=O)cc1[N+](=O)[O-]
2	CCn1c(/C=C/c2ccc([N+](=O)[O-])o2)nc2ccccc2c1=O
3	O=C(COC(=O)CSCC(=O)N1CCCCC1)Nc1ccc(Cl)cc1
4	CCC(C)NC(=O)CSc1nc2ccccc2c(=O)n1CCCC(=O)NCC1CCCO1 (stereo not drawn)
5	CN(C)CCOCCP(=O)(c1ccccc1)c1ccccc1
6	CC(C)(C)N1CC2([N+](=O)[O-])CN(C(C)(C)C)CC([N+](=O)[O-])(C1)C2
7	CCOc1cc(CNc2ncnc3nc[nH]c23)ccc1OC
8	CCC(=O)c1ccc(OCC(O)CN2CCN(S(=O)(=O)N3CCCCC3)CC2)cc1 (stereo not drawn)

screen / no.	1	2	3	4	5	6	7	8
HIV Rev-RRE inh	8	12	6	2	4	2	/	2
ERa SRC1 inh	18	1	-6	2	9	-7	-2	-7
CD11b adhes enh	-5	/	-1	-6	-4	2	0	2
Plk1 PBD FP	-3	-35	-15	-26	0	8	/	6
PLK1 kinase inh	-5	-12	-7	8	6	-8	/	-9
Mac1 fbg inh	15	/	-8	6	4	-5	6	0
ERa coact pot	119	77[fluorescence artefact?]	115[fluorescence artefact?]	79	91[fluorescence artefact?]	96[fluorescence artefact?]	118	116
ERb SRC1 inh	19	1	4	3[fluorescence artefact?]	17	-9	-4	-11
FAK blocker	-1	-2	7	-1	2	-1	/	-1

9	C/C(O)=C(\C#N)c1nc2ccccc2[nH]1
10	O=C(NCc1ccco1)c1nc2c(nnn2Cc2cccc(Cl)c2)c(=O)[nH]1
11	Cn1c(=O)c2c(SCC(=O)N3CCOCC3)nc(CC(C)(C)C)nc2n(C)c1=O
12	CCn1c(SCc2nc(-c3cccs3)no2)nnc1-c1c[nH]c2ccccc12
13	COc1ccccc1Oc1ccccc1C(=O)O
14	COc1ccc(C2CC(c3cccs3)=NN2S(=O)(=O)c2ccc(C)cc2)cc1 (stereo not drawn)
15	O=[N+]([O-])c1ccc(N2CCN(c3ccc(Cl)nn3)CC2)cc1NC1CC1
16	CCC(=O)N(Cc1ccc(C)cc1)Cc1cc2cc3c(cc2[nH]c1=O)OCO3

screen / no.	9	10	11	12	13	14	15	16
HIV Rev-RRE inh	3	9	-1	7	3	2	2	6
ERa SRC1 inh	/	1	14	14	-5	/	-1[fluorescence artefact?]	16
CD11b adhes enh	-1	/	/	-2	8	/	/	-3
Plk1 PBD FP	-13	-6	-14	14	4	30	-7	0
PLK1 kinase inh	-12	-7	1	-6	-3	-4	-5	-10
Mac1 fbg inh	-6	/	/	7	-38	/	/	0
ERa coact pot	/	84	67	81[fluorescence artefact?]	112	/	106	126
ERb SRC1 inh	/	4	-10	10[fluorescence artefact?]	0	/	-3	6[fluorescence artefact?]
FAK blocker	9	2	-2	0	10	0	-3	0

Shown with values ahead of the structure: part of the list above.
#	HIV Rev-RRE inh	ERa SRC1 inh	CD11b adhes enh	Plk1 PBD FP	PLK1 kinase inh	Mac1 fbg inh	ERa coact pot	ERb SRC1 inh	FAK blocker	Compound
10	9	1	/	-6	-7	/	84	4	2	O=C(NCc1ccco1)c1nc2c(nnn2Cc2cccc(Cl)c2)c(=O)[nH]1
11	-1	14	/	-14	1	/	67	-10	-2	Cn1c(=O)c2c(SCC(=O)N3CCOCC3)nc(CC(C)(C)C)nc2n(C)c1=O
12	7	14	-2	14	-6	7	81[fluorescence artefact?]	10[fluorescence artefact?]	0	CCn1c(SCc2nc(-c3cccs3)no2)nnc1-c1c[nH]c2ccccc12
13	3	-5	8	4	-3	-38	112	0	10	COc1ccccc1Oc1ccccc1C(=O)O
14	2	/	/	30	-4	/	/	/	0	COc1ccc(C2CC(c3cccs3)=NN2S(=O)(=O)c2ccc(C)cc2)cc1 (stereo not drawn)
15	2	-1[fluorescence artefact?]	/	-7	-5	/	106	-3	-3	O=[N+]([O-])c1ccc(N2CCN(c3ccc(Cl)nn3)CC2)cc1NC1CC1
16	6	16	-3	0	-10	0	126	6[fluorescence artefact?]	0	CCC(=O)N(Cc1ccc(C)cc1)Cc1cc2cc3c(cc2[nH]c1=O)OCO3

Later entries
17	COC(=O)c1ccc(COc2ccc3c4c(c(=O)oc3c2)CCC4)o1
18	CCCCOC(=O)Nc1nnc(CCOCC)s1
19	CCc1nc2sc3c(c2c(=O)n1NC(=O)CCl)CCCC3
20	COc1ccc(N2CCN(C(c3cc(OC)ccc3OC)c3nnnn3CC3CCCO3)CC2)cc1 (stereo not drawn)
21	C=CCOc1ccc(C2c3c(oc4ccccc4c3=O)C(=O)N2CCCN2CCOCC2)cc1 (stereo not drawn)
22	Cc1ccc(-c2nc(-c3cccnc3)no2)cc1
23	COc1ccc(OCC(O)CN2CCCCCC2)cc1 (stereo not drawn)
24	COc1cccc(OC)c1OCCCOc1c(OC)cccc1OC

screen / no.	17	18	19	20	21	22	23	24
HIV Rev-RRE inh	-4	4	7	0	8	6	0	12
ERa SRC1 inh	37[fluorescence artefact?]	-3	21	-6	2[fluorescence artefact?]	-5	-5	12
CD11b adhes enh	-1	-2	-1	/	-4	-2	/	-3
Plk1 PBD FP	4	-2	9	-13	10	2	-9	-13
PLK1 kinase inh	-17	-14	-13	-11	-17	-13	-6	-4
Mac1 fbg inh	0	-14	-6	/	-12	20	/	-15
ERa coact pot	240*[fluorescence artefact?]	120	101[fluorescence artefact?]	116	107[fluorescence artefact?]	117	99	92
ERb SRC1 inh	19[fluorescence artefact?]	-7	-2	-4	-1	-1	0	22[fluorescence artefact?]
FAK blocker	-4	-2	-1	-1	5	0	-1	0

25	O=C(c1ccc(C(=O)N2CCOCC2)nc1)N1CCOCC1
26	Cc1ccccc1CSCC(=O)N/N=C/c1cccs1
27	CC(=O)c1c(C)[nH]c(C(=O)N2CCN(c3ccc(F)cc3)CC2)c1C
28	CCOC(=O)c1[nH]c2ccccc2c1N=C(C)N(CC)CC
29	O=C(O)c1ccc2c(c1)NC(=O)C(N1CCCC1)S2 (stereo not drawn)
30	CCn1nnnc1SCC(=O)Nc1cccc(C)n1
31	CCN(c1ccc(NC(=O)COC(=O)c2ccc(S(=O)(=O)N3CCCC3)cc2)cc1)C(C)C
32	O=C(Nc1cccc(N2CCCC2)c1)c1cccs1

screen / no.	25	26	27	28	29	30	31	32
HIV Rev-RRE inh	6	3	0	65*	22	9	2	5
ERa SRC1 inh	-8	/	6	6[fluorescence artefact?]	-31	40	/	-18
CD11b adhes enh	5	/	0	-1	-3	-3	-2	-1
Plk1 PBD FP	-6	39	3	-6	-18	5	16	8
PLK1 kinase inh	-10	4	-10	-30	-7	-8	-5	-11
Mac1 fbg inh	-10	/	28	6	-5	2	8	-27
ERa coact pot	108	/	97	119	103	110	/	112[fluorescence artefact?]
ERb SRC1 inh	-3	/	-5	-6[fluorescence artefact?]	-9	24	/	-11
FAK blocker	-2	-9	-1	-1	-5	4	2	1

33	CCn1cc(C(=O)NC2CCCCC2)c(=O)c2cc(S(=O)(=O)N(C)C)ccc21
34	Cc1cc(C)n(-c2nc(NC(C)C)nc(NC(C)C)n2)n1
35	Cc1cc(N(CN2CCCC2=O)C(=O)c2ccc(F)cc2)no1
36	CCCN(CCC)C(=O)Cn1ccc(=N)c2ccccc21
37	Cc1ccccc1-n1c(=O)c2c(n3cnnc13)-c1ccccc1CC21CCCCC1
38	COc1ccc(OC)c(NS(=O)(=O)c2ccc3c(c2)n(C)c(=O)n3C)c1
39	CCN1C(=O)c2cccc3c(S(=O)(=O)Nc4ncccc4C)ccc1c23
40	Cc1ccccc1Oc1cccc(C(=O)/C(C#N)=C/N(C)C)c1

screen / no.	33	34	35	36	37	38	39	40
HIV Rev-RRE inh	/	1	2	9	5	6	9	5
ERa SRC1 inh	3	/	5	-2	/	10[fluorescence artefact?]	/	-2
CD11b adhes enh	-3	29	/	-8	/	-3	1	-1
Plk1 PBD FP	/	-15	-8	6	7	2	-14	-18
PLK1 kinase inh	/	-13	-15	-4	-4	13	-3	-9
Mac1 fbg inh	1	16	/	-8	/	7	-3	-5
ERa coact pot	102	/	107	107	/	107[fluorescence artefact?]	/	78
ERb SRC1 inh	-2	/	-4[fluorescence artefact?]	2	/	25	/	3
FAK blocker	/	2	-7	1	-2	0	-1	2

41	COc1cc(NC(=O)CSc2nc3ccccc3cc2Cc2ccccc2)cc(OC)c1
42	CCCCS(=O)(=O)/C=C\C=C/S(=O)(=O)CCCC
43	CCN=c1scc(-c2ccco2)n1/N=C/c1ccc(O)cc1
44	COc1ccc(/C=N\NC(=O)c2cc(OCC(F)(F)F)ccc2OCC(F)(F)F)cc1
45	COc1ccc(Cn2c(C)c(C)c(C#N)c2NC(=O)Nc2cccc(C)c2)cc1
46	O=C(CSc1ncnc2c(-c3ccc(Cl)cc3)nsc12)c1ccccc1
47	O=C(CN1C(=O)C2C3C=CC(C3)C2C1=O)Nc1ccc2c(c1)OCCO2 (stereo not drawn)
48	COc1ccc(NC(=O)CN(c2ccccc2)S(=O)(=O)N(C)C)cc1OC

screen / no.	41	42	43	44	45	46	47	48
HIV Rev-RRE inh	17	5	-2	0	14	14	7	3
ERa SRC1 inh	/	5	15[fluorescence artefact?]	/	70*[fluorescence artefact?]	/	/	63*[fluorescence artefact?]
CD11b adhes enh	/	-6	-2	5	2	-2	-3	10
Plk1 PBD FP	-3	13	-4	7	-4	14	1	1
PLK1 kinase inh	-9	-13	-12	-14	-10	-15	-21	-8
Mac1 fbg inh	/	-12	6	3	-7	-2	-13	-11
ERa coact pot	/	105	31[fluorescence artefact?]	/	76[fluorescence artefact?]	/	/	69[fluorescence artefact?]
ERb SRC1 inh	/	8	18	/	50*	/	/	57*
FAK blocker	-1	6	-1	-4	7	-3	-9	0

49	CCOC(=O)c1nnc(-c2ccccc2)nc1Oc1ccc(Cl)cc1
50	O=C(O)CCC(=O)Nc1ccc(Cc2ccc(NC(=O)CCC(=O)O)cc2)cc1
51	CCC(=O)Nc1ccc(C(=O)Nc2cccnc2)cc1
52	O=C(NC1CCS(=O)(=O)C1)c1cccc(S(=O)(=O)N2CCCCC2)c1 (stereo not drawn)
53	Cc1cc(C)n2c(SCc3ccc(Cl)cc3Cl)nnc2n1

screen / no.	49	50	51	52	53
HIV Rev-RRE inh	6	7	5	4	8
ERa SRC1 inh	/	2	10	-3	-8
CD11b adhes enh	4	1	1	2	-5
Plk1 PBD FP	-22	7	-27	-2	-14
PLK1 kinase inh	-4	2	-7	-16	-13
Mac1 fbg inh	-5	7	-26	-7	-5
ERa coact pot	/	115[fluorescence artefact?]	108	104	117
ERb SRC1 inh	/	0	-3	-2	-3
FAK blocker	-2	-2	1	-1	2
